NOD1 NF-kB reporter: NOD1 signaling inhibitors, primary screen, cell-based, luminescence, uHTS (AID 1578); NOD1-driven NF-kB luciferase reporter cells, luminescence; higher % means a stronger effect; inhibition, % at 4 µM, or EC50 in µM where a hit was titrated; 290,000 compounds, 1% hits; in the data active = inhibition mostly above about 36%, no sharp cut-off; inactive = mostly below about 34%;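 also: HEK-293T reporter cells stimulated with the NOD1 agonist gamma-tri-DAP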
KOR beta-arrestin-1: KOR agonists, beta-arrestin recruitment, primary screen, cell-based, luminescence, uHTS (AID 1777); KOR beta-arrestin recruitment, luminescence; higher % means a stronger effect; activation, % at 10 µM, or EC50 in µM where a hit was titrated; 280,000 compounds, 0.02% hits; in the data active = activation above about 50%, passing the limit was not always enough; also: a part of the inactive calls stands beside numbers as strong as those of hits
XIAP antagonists: XIAP antagonists, biochemical, IAP family, fluorescence polarization (AID 1018); 200,000 compounds, 0.007% hits; XIAP BIR domain, fluorescence polarization peptide displacement; higher % means a stronger effect; E3 ubiquitin-protein ligase XIAP (Homo sapiens); displacement, % at 20 µM, or IC50 in µM where a hit was titrated; in the data active = displacement above about 50%; also: a part of the inactive calls stands beside numbers as strong as those of hits
LYP inhibition: inhibitors of LYP phosphatase, biochemical, fluorescence intensity, uHTS (AID 1779) | Tyrosine-protein phosphatase non-receptor type 22 (Homo sapiens) | recombinant LYP phosphatase, fluorescence intensity; higher % means a stronger effect | inhibition, % at 11.5 µM; hits with a dose series show IC50 in µM | 290,000 compounds, 0.054% hits;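 also: plate controls were vehicle with enzyme for no effect and no enzyme for full effect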
KOR beta-arrestin-2: KOR antagonists, beta-arrestin recruitment, cell-based, luminescence, uHTS (AID 1778); Kappa-type opioid receptor (Homo sapiens); KOR beta-arrestin recruitment, luminescence, antagonist mode; higher % means a stronger effect; 290,000 compounds, 0.091% hits; one-dose inhibition, % at 10 µM; IC50 in µM for titrated hits; also: strong numbers were not always called active
human PMI inhibitors: human PMI inhibitors, high substrate, primary screen, biochemical, fluorescence intensity, high mannose 6-phosphate (AID 1220) | Mannose-6-phosphate isomerase (Homo sapiens) | recombinant PMI enzyme, coupled fluorescence intensity; higher % means a stronger effect | one-dose inhibition, % at 20 µM; IC50 in µM for titrated hits | 190,000 compounds, 0.66% hits
PMI inhibitors: inhibitors of human PMI, primary screen, biochemical, fluorescence intensity, coupled assay (AID 1209). 190,000 compounds, 0.42% hits. purified PMI enzyme, coupled fluorescence intensity; higher % means a stronger effect. Mannose-6-phosphate isomerase (Homo sapiens). inhibition, % at 20 µM; hits with a dose series show IC50 in µM;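 also: plate controls were DMSO vehicle for no effect and wells lacking substrate for full effect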
HEK293 NOD2/NF-kB: NOD2 signaling inhibitors, cell-based, luminescence, uHTS, HEK293 (AID 1566). HEK293 NOD2/NF-kB luciferase reporter, luminescence; higher % means a stronger effect. inhibition, % at 4 µM; hits with a dose series show EC50 in µM. 290,000 compounds, 0.63% hits; also: many of its hits are not listed in these tables
TNAP activation fold: human TNAP enzyme activators, primary screen, biochemical, luminescent, no phosphate acceptor, uHTS (AID 1001) | activation fold at 20 µM, or EC50 in µM where a hit was titrated | purified TNAP, luminescent activation assay, no phosphate acceptor; higher activation fold means a stronger effect | Alkaline phosphatase, tissue-nonspecific isozyme (Homo sapiens) | 200,000 compounds, 0.03% hits; in the data active = activation fold from about 3, or a potency from the dose series; inactive = the rest, 99 in 100 with activation fold below about 1.6; also: many of its hits are not listed in these tables
The depositor's hits bear a star; . = not tested or not shown; [ ] = remark or other dose. Rule as the data show it, unless noted: active = inhibition above about 50%; inactive = the rest. Some of the compounds tested. The share of hits here may be higher or lower than overall.

No.	Compound	NOD1 NF-kB reporter	KOR beta-arrestin-1	XIAP antagonists	LYP inhibition	KOR beta-arrestin-2
1	CCOC(=O)c1c(-c2ccc(C)c(C)c2)csc1NC(=O)C1CC=CCC1C(=O)O (stereo not given)	37.6%	-5.2%	-7.4%	3.8%	28.7%
2	COc1ccc(CN2CCN(Cc3cc4ccccc4o3)CC2CCO)cc1C (stereo not given)	2.2%	-3.2%	.	-3.4%	2.6%
3	CSc1nnc(-c2cccn(Cc3ccccc3)c2=O)o1	19.5%	4.8%	-6.8%	-34.0%	30.2%
4	O=C(NCc1cccnc1)c1nc(-c2ccc(C(F)(F)F)cc2)no1	-27.7%	1.8%	-4.9%	3.7%	-22.0%
5	COc1ccc(C(NC(=O)/C=C/c2ccco2)c2ccc(OC)c(OC)c2)cc1 (stereo not given)	14.4%	7.4%	-8.8%	7.5%	-5.5%
6	COC(=O)c1c(C(=O)OC)c(-c2cccc(C)c2)n2c1CS(=O)C2 (stereo not given)	-10.1%	-2.7%	-9.7%	-4.8%	18.0%
7	CCN(C(=O)c1cnc(OC)cc1C(F)(F)F)c1ccc(Cl)cc1	-13.1%	3.2%	.	-5.6%	22.4%
8	O=C(OC(C(=O)NCc1ccco1)C(OC(=O)c1ccccc1)C(=O)NCc1ccco1)c1ccccc1 (stereo not given)	-20.3%	1.4%	2.3%	-5.7%	7.7%
9	Cc1ccc(NC(=O)COC(=O)CCC(=O)c2ccc(Cl)cc2)cc1S(=O)(=O)N(C)C	-16.1%	0.5%	-3.0%	-1.4%	1.6%
10	CCCCc1ccc(NC(=O)COc2ccc(C(=O)Nc3ccccc3OC)cc2)cc1	-36.2%	9.7%	-112.4%	-2.9%	-39.4%

No.	human PMI inhibitors	PMI inhibitors	HEK293 NOD2/NF-kB	TNAP activation fold
1	-2.8%	-2.1%	21.6%	1.1
2	.	.	13.2%	.
3	-4.5%	-15.9%	-1.7%	1.2
4	-4.0%	-8.4%	0.1%	1.1
5	-13.0%	3.6%	0.6%	1
6	4.4%	9.2%	-1.8%	1.1
7	.	.	-2.2%	.
8	-6.8%	-6.4%	18.9%	1
9	17.4%	15.9%	7.4%	1.1
10	10.3%	9.9%	0.9%	1

Profiles, quoted from the list.
Shown for O=C(NCc1cccnc1)c1nc(-c2ccc(C(F)(F)F)cc2)no1 → NOD1 NF-kB reporter = -27.7%; KOR beta-arrestin-1 = 1.8%; XIAP antagonists = -4.9%; LYP inhibition = 3.7%; KOR beta-arrestin-2 = -22.0%; human PMI inhibitors = -4.0%; PMI inhibitors = -8.4%; HEK293 NOD2/NF-kB = 0.1%; TNAP activation fold = 1.1
Shown for COc1ccc(C(NC(=O)/C=C/c2ccco2)c2ccc(OC)c(OC)c2)cc1 (stereo not given) → NOD1 NF-kB reporter = 14.4%; KOR beta-arrestin-1 = 7.4%; XIAP antagonists = -8.8%; LYP inhibition = 7.5%; KOR beta-arrestin-2 = -5.5%; human PMI inhibitors = -13.0%; PMI inhibitors = 3.6%; HEK293 NOD2/NF-kB = 0.6%; TNAP activation fold = 1

(more compounds)
No.	Compound	NOD1 NF-kB reporter	KOR beta-arrestin-1	XIAP antagonists	LYP inhibition	KOR beta-arrestin-2
11	Nn1nnc2ccccc21	-6.4%	-2.2%	.	-1.4%	11.2%
12	Cc1ccc(C)c(NC(=O)COC(=O)CCc2ccc(S(=O)(=O)N3CCOCC3)cc2)c1	-27.2%	-2.2%	-4.1%	2.8%	16.5%
13	COc1ccc(-c2nc(-c3ccncc3)no2)cc1	-9.6%	11.2%	.	-9.0%	25.0%
14	Cc1cc(C)nc(N/C(=N\S(=O)(=O)Cc2ccccc2)Nc2ccc(F)c(Cl)c2)n1	-28.4%	3.1%	-5.7%	-8.9%	31.3%
15	N/C(=N\OC(=O)Cc1ccccc1[N+](=O)[O-])c1ccncc1	-4.0%	-0.4%	-0.7%	-10.1%	-2.3%
16	O=C(O)/C=C/c1cccc2c1OCCO2	-4.1%	2.2%	.	-9.2%	-11.4%
17	O=C(O)c1ccc(COc2ccc(/C=N/NC(=O)c3cccs3)cc2)cc1	-15.9%	-1.3%	-5.0%	-4.1%	19.8%
18	O=C(c1ccc(S(=O)(=O)N2CCCCC2)cc1)N1CCN(CCN2C(=O)c3cccc4cccc(c34)C2=O)CC1	.	-3.1%	-0.1%	-3.2%	-43.6%
19	CC(=O)c1ccccc1NS(C)(=O)=O	-10.3%	2.1%	-0.9%	-3.3%	5.4%
20	Nc1c(C(=O)OCC(=O)NCc2ccccc2)[nH]c(=O)[nH]c1=O	0.0%	2.5%	.	-4.5%	-1.3%

No.	human PMI inhibitors	PMI inhibitors	HEK293 NOD2/NF-kB	TNAP activation fold
11	.	.	0.7%	.
12	-5.5%	-7.7%	10.0%	1.1
13	.	.	-114.0%	.
14	3.3%	13.1%	-2.1%	1.1
15	-1.8%	-5.2%	15.1%	1.1
16	.	.	12.1%	.
17	2.8%	6.8%	-4.9%	1.1
18	-5.6%	-23.9%	.	1
19	-3.6%	-3.9%	-10.2%	1.1
20	.	.	5.6%	.

The closing six compounds of the part before are carried over, then new ones follow.
No.	Compound	NOD1 NF-kB reporter	KOR beta-arrestin-1	XIAP antagonists	LYP inhibition	KOR beta-arrestin-2
15	N/C(=N\OC(=O)Cc1ccccc1[N+](=O)[O-])c1ccncc1	-4.0%	-0.4%	-0.7%	-10.1%	-2.3%
16	O=C(O)/C=C/c1cccc2c1OCCO2	-4.1%	2.2%	.	-9.2%	-11.4%
17	O=C(O)c1ccc(COc2ccc(/C=N/NC(=O)c3cccs3)cc2)cc1	-15.9%	-1.3%	-5.0%	-4.1%	19.8%
18	O=C(c1ccc(S(=O)(=O)N2CCCCC2)cc1)N1CCN(CCN2C(=O)c3cccc4cccc(c34)C2=O)CC1	.	-3.1%	-0.1%	-3.2%	-43.6%
19	CC(=O)c1ccccc1NS(C)(=O)=O	-10.3%	2.1%	-0.9%	-3.3%	5.4%
20	Nc1c(C(=O)OCC(=O)NCc2ccccc2)[nH]c(=O)[nH]c1=O	0.0%	2.5%	.	-4.5%	-1.3%
21	Cc1ccc(C(=O)NNC(=S)NCC2CCCO2)cc1[N+](=O)[O-] (stereo not given)	-36.5%	-5.8%	.	-5.8%	8.5%
22	CC1(c2nnc(-c3cccc(Cl)c3)o2)CC(c2ccccc2Br)=NO1 (stereo not given)	-17.1%	-0.6%	.	-7.8%	-40.8%[20 µM]
23	O=[N+]([O-])c1ccc(NCCCN2CCOCC2)c([N+](=O)[O-])c1	-23.0%	.	-2.6%	-7.7%	-4.2%
24	O=C(c1cccn2c(=O)c3cc(Cl)ccc3nc12)N1CCOCC1	-4.3%	-4.4%	-3.0%	-2.7%	-1.0%
25	O=C(COC(=O)CCc1c[nH]c2ccccc12)NCc1ccc(Cl)cc1	-33.5%	-0.1%	-9.0%	3.1%	-8.2%
26	CCc1ccccc1NC(=O)CN(C)S(=O)(=O)c1ccc(-c2ccc(=O)[nH]n2)s1	-24.8%	-1.9%	.	-9.4%	-42.1%
27	CCOC(=O)C(=O)Nc1ccccc1C(=O)NC(C)C	2.8%	-6.5%	-2.7%	-0.5%	26.0%
28	O=C(/C=C/c1ccc(O)c(O)c1)O[C@H](Cc1ccc(O)c(O)c1)C(=O)O	14.5%	3.5%	.	-2.6%	-24.2%
29	CCCCn1c(-c2cccnc2)n[nH]c1=S	-7.3%	0.2%	-1.6%	1.0%	-11.1%

No.	human PMI inhibitors	PMI inhibitors	HEK293 NOD2/NF-kB	TNAP activation fold
15	-1.8%	-5.2%	15.1%	1.1
16	.	.	12.1%	.
17	2.8%	6.8%	-4.9%	1.1
18	-5.6%	-23.9%	.	1
19	-3.6%	-3.9%	-10.2%	1.1
20	.	.	5.6%	.
21	.	.	-3.3%	.
22	.	.	-9.7%	.
23	6.4%	16.6%	-5.5%	1
24	-2.6%	4.4%	15.2%	1.1
25	5.5%	3.6%	1.4%	1.1
26	.	.	-4.4%	.
27	-0.5%	1.5%	20.2%	1.1
28	.	.	-7.6%	.
29	-4.6%	-2.6%	5.3%	0.9
